FLuc counter: inhibits or activates purified firefly luciferase, miR-21 counter-screen. P08659. purified FLuc, Km substrates, luminescence inhibition. Potency, µM (top dose mostly 57.5 µM), without a hit: at the top dose activity change, negative = inhibition, actives largely listed as inhibitors. 360,000 compounds, 6.9% hits. AID 588342;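 note: potency is the fitted concentration of half-maximal effect; plate controls were vehicle for no effect and reference inhibitor for full effect; nearly all actives have a fitted effect of over 55% in size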
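Biochemical qHTS of compounds, final roughly 60 µM downward over six points, against 10 nM purified firefly luciferase using Km concentrations of substrates (10 uM D-luciferin, 10 uM ATP) in Tris acetate pH 7.5 buffer; luminescence output.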
NPC1 prom act: activators of NPC1 promoter; Huh7 NPC1 promoter luciferase reporter, 24 h; Potency, µM (titrated, usually from 9.22 µM), without a hit: at the highest dose activation, actives largely listed as activators; AID 485313; 320,000 compounds, 2.4% hits;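 note: potency is the fitted concentration of half-maximal effect; % of control where 0% means no effect; nearly all actives have a fitted effect of over 60% in size; reporter is driven by a mutant NPC1 promoter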
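Huh7 reporter cells (NPC1 promoter driving luciferase) are dosed with compound for 24 h at 37 °C, 5% CO2; luciferase detection reagent is then added and luminescence measured after 10 min at ambient temperature.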
Rab9 promoter act: activators of Rab9 promoter; Huh7 Rab9 promoter-luciferase reporter, luminescence, 24 h; Potency, µM (top dose mostly 9.22 µM), for inactives: at the highest dose activation, negative = inhibition, hits mostly activators; 320,000 compounds, 2.8% hits; AID 485297; note: potency is the fitted concentration of half-maximal effect; % of control where 0% means no effect; nearly all actives have a fitted effect of over 60% in size
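Rab9 promoter-driven luciferase in stably transfected Huh7 cells; 1500 cells/well rested 2 h, exposed to compound in DMSO for 24 h at 37 °C, 5% CO2. Luminescence read 10 min after adding luciferase reagent at ambient temperature.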
VP16 counter: Gal4-VP16 reporter inhibition counter-screen. Drosophila S2 Gal4-VP16 UAS-luciferase, luminescence, 20 h. Potency, µM (doses to about 53.6 µM), without a hit: top-dose activity, negative = inhibition, actives largely listed as inhibitors. 310,000 compounds, 3.5% hits. AID 2546;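 note: Gal4-VP16 expression switched on by copper sulfate through the metallothionein promoter; potency is the fitted concentration of half-maximal effect; % is set by controls: 0 for no effect and ±100 for the full control effect; nearly all actives have a fitted effect of over 50% in size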
Mito fusion act: mitochondrial division inhibition or fusion activation | S. cerevisiae fusion-defective mutant growth rescue, CellTiterGlo 48 h | 320,000 compounds, 0.23% hits | AID 485298 | Potency, µM (titrated, usually from 46.1 µM), without a hit: at the top dose growth rescue (activation), actives largely listed as activators;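 note: potency is the fitted concentration of half-maximal effect; % of control where 0% means no effect; nearly all actives have a fitted effect of over 45% in size; temperature-sensitive fusion mutants such as fzo1-1 at 37 °C on non-fermentable ethanol glycerol medium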
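Luminescent cell viability in 1536-well qHTS format served as the measure of rescued growth in ts fusion-mutant S. cerevisiae cultured on non-fermentable YPEG for 48 hours at 37C.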
Menin-MLL TR inh: displaces Texas Red mutant MLL peptide from human menin; O00255; Menin + Texas Red MLL mutant peptide, fluorescence polarization; Potency, µM (titrated, usually from 61.6 µM), inactives show top-dose FP activity change, negative = inhibition, actives largely listed as inhibitors; 270,000 compounds, 0.23% hits; active = well fitted inhibition curve with a large enough effect in the polarisation, with a control signal flat, not every such curve was filed as active; inconclusive = small, poorly fitted or top-dose-only effect, or effect the other way, or a change in a side signal; inactive = no such curve, though single readings can be large or run the other way; the % refers to the polarisation; note: potency is the fitted concentration of half-maximal effect; % of control where 0% means no effect; many of its hits are not listed in these tables
ELG1 DNA repair: ELG1-dependent DNA repair inhibition | HEK293T ELG1-luciferase reporter, luminescence, 16 h; DNA damage induced by 5-fluorouridine | Potency, µM (doses to about 46.1 µM), inactives show top-dose activity change, negative = inhibition, most hits filed as inhibitors | 330,000 compounds, 2.3% hits | AID 504467; note: potency is the fitted concentration of half-maximal effect; % is set by controls: 0 for no effect and ±100 for the full control effect; nearly all actives have a fitted effect of over 55% in size
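In this reporter screen, reduction of luminescence relative to DMSO vehicle indicated activity. Compounds and 5-fluorouridine were added together to 2,000 cells per well, incubated for 16 hr at 37 °C, then developed with ONE-Glo.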
PKM2 activator: PKM2 (human) enzyme activation | purified PKM2, Kinase-Glo ATP luminescence, activation; response scale: 0% is enzyme alone, no compound | P14618 | AID 1631 | Potency, µM (highest dose often 57.5 µM), without a hit: at the highest dose activation, most hits filed as activators | 260,000 compounds, 0.34% hits; note: potency is the fitted concentration of half-maximal effect; % is set by controls: 0 for no effect and ±100 for the full control effect; nearly all actives have a fitted effect of over 55% in size
Target sequence (P14618 whole entry, looked up): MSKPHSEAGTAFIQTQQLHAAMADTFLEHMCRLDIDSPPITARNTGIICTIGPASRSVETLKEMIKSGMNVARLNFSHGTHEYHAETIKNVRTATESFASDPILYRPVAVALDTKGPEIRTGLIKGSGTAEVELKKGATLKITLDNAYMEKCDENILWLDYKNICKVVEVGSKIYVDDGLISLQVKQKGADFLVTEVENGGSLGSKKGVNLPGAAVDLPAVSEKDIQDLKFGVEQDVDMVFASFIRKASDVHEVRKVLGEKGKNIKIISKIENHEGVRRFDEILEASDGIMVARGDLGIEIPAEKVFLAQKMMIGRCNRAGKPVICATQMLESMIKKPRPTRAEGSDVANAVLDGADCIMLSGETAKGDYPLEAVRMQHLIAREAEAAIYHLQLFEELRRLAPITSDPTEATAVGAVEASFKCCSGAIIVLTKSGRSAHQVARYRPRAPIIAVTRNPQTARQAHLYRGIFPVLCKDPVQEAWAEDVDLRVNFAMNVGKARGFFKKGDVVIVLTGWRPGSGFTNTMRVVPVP
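hPK-M2, >95% pure; 0.1 mM ADP / 0.5 mM PEP final; imidazole pH7.2 buffer w/ 7 mM MgCl2, 50 mM KCl; 1 h RT; Kinase-Glo lum. Intermediate enzyme activity for dual inhibitor/activator qHTS.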
KCNH2 3.1 block: inhibitors of human KCNH2 3.1 potassium channel isoform; U2OS KCNH2 3.1, thallium flux FluxOr; active compounds read low; activity change, % (tested at about 1.8 µM); 340,000 compounds, 0.95% hits; AID 720553;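 active = maximum activity change below -70%; inconclusive = maximum activity change from -70% to -50%; inactive = maximum activity change above -50%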;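 note: thallium influx rate constant from kinetic fluorescence after stimulation buffer; % is set by controls: 0 for no effect and ±100 for the full control effect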
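Kinetic fluorescence (2 min after stimulation buffer) measures Tl+ influx through KCNH2 3.1 expressed by viral transduction in U2OS cells; the rate constant is normalized against DMSO controls serving as positive and negative references.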
RORgamma inh: blocks mouse ROR gamma transcriptional activity | P51450 | Drosophila S2 Gal4-RORgamma UAS-luciferase reporter, 20 h | Potency, µM (titrated, usually from 53.6 µM), inactives show at the top dose activity change, negative = inhibition, hits mostly inhibitors | 310,000 compounds, 5.4% hits | AID 2551; note: potency is the fitted concentration of half-maximal effect; % is set by controls: 0 for no effect and ±100 for the full control effect; nearly all actives have a fitted effect of over 60% in size
Target sequence (P51450 whole entry, looked up, the tested form may be a part): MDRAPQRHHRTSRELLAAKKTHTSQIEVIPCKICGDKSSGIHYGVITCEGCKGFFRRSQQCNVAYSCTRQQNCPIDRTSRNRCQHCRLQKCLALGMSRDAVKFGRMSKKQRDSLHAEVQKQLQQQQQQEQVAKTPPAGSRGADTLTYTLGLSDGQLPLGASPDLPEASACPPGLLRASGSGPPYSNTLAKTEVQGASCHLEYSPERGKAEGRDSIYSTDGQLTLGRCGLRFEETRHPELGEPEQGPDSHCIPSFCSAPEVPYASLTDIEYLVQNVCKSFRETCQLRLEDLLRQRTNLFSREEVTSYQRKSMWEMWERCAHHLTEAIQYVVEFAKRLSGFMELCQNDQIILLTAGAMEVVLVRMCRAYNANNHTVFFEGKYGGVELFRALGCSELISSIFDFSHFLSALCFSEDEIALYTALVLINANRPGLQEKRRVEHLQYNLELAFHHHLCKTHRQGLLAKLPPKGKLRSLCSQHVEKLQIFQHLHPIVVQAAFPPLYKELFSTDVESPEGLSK
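Read-out: Photinus luciferase luminescence; inhibitors lower reporter signal. Insect Schneider cells with Gal4-ROR gamma fusion under metallothionein promoter, UAS reporter; 700 uM final copper sulfate induction, 20 hr, ambient temperature.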
MBNL1-CUG inh: MBNL1-poly(CUG) RNA binding inhibition. Q9NR56. TR-FRET MBNL1-His/biotin-(CUG)12 binding, 665/545 ratio. Potency, µM (doses to about 57.5 µM), inactives show at the highest dose activity change, negative = inhibition, most hits filed as inhibitors. 280,000 compounds, 0.036% hits. AID 2675; active = well fitted inhibition curve with a large enough effect in the signal ratio, with a control signal flat, not every such curve was filed as active; inconclusive = small, poorly fitted or top-dose-only effect, or effect the other way, or a change in a side signal; inactive = no such curve, though single readings can be large or run the other way; the % refers to the signal ratio; note: potency is the fitted concentration of half-maximal effect; % is set by controls: 0 for no effect and ±100 for the full control effect
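TR-FRET readout: Ex 340 nm, 665/545 nm emission ratio, normalized to buffer-only (basal) and MBNL1-(CUG)12 controls. Complex of MBNL1-His with Biotin-(CUG)12, compounds 92 nM–58 uM, incubated 60 min at room temperature.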
* marks the source's active call; other numbers are inactive results; ? = inconclusive; · = no result given; & = joins results of further samples; [ ] = remark or other dose. Unless noted, calls come from the whole dose curve; as a rule, active = well fitted curve in the direction sought with a large enough effect; inconclusive = small, poorly fitted or top-dose-only effect, or another doubt; inactive = no such curve, though single readings can be large; an effect the other way counts as inactive or inconclusive. An excerpt. The share of hits here may be higher or lower than overall.

SMILES	FLuc counter	NPC1 prom act	Rab9 promoter act	VP16 counter	Mito fusion act	Menin-MLL TR inh	ELG1 DNA repair	PKM2 activator	KCNH2 3.1 block	RORgamma inh	MBNL1-CUG inh
CC(C)=C(NC(=O)c1ccccc1)C(=O)NCCc1nc2ccccc2[nH]1	3%	-4%	5%	3%	17%	·	9%	·	-3	12%	-1%
Cc1ccc2cc(CN(c3cccc(C)c3C)S(=O)(=O)c3ccccc3)c(=O)[nH]c2c1	0%	-3%	-5%	-10%	-4%	15%	?	4%	-6	7%	3%
CC(Oc1ccccc1F)c1ccnc2nc(/N=C/N(C)C)nn12 (stereo unspecified)	-1%	-3%	-8%	-7%	20%	-10%	-3%	3%	3	-3%	0%
O=C(C1CCCN1S(=O)(=O)c1ccc(Cl)c(Cl)c1)N1CCCCC1 (stereo unspecified)	11%	-3%	4%	14%	0%	-13%	-12%	3%	-9	8%	0%
O=C(c1cc(-c2ccccn2)nc2c(Cl)cccc12)N1CCN(S(=O)(=O)c2ccccc2)CC1	-5%	1%	1%	-2%	22%	-14%	18µM*	0%	12	?	·
CCC(=O)N1CCc2cc(Br)cc(S(=O)(=O)NCCN3CCCCC3CC)c21 (stereo unspecified)	-1%	-1%	-7%	1%	-5%	2%	6%	-2%	-2	-20%	-16%
Cc1ccc(-c2c(NC(=O)C(C)C)n(C)c3ccccc3c2=O)cc1	0%	0%	4%	-5%	8%	-12%	-2%	·	5	-6%	5%
O=C(Nc1nc2nccc(-c3ccccc3)n2n1)c1ccc(F)cc1	1%	-6%	11%	-5%	3%	-8%	17%	-1%	-4	11%	-18%
CCOc1ccc(/C(O)=C2/C(=O)C(=O)N(CC3CCCO3)C2c2ccco2)cc1 (stereo unspecified)	-11%	-3%	0%	30%	-4%	-6%	19%	-5%	0	-14%	18%
COc1ccc([N+](=O)[O-])cc1N(CC(=O)Nc1ccccc1C(=O)N1CCOCC1)S(C)(=O)=O	4%	0%	4%	-6%	-1%	·	10%	0%	3	-26%	14%
CCOC(=O)C(Cc1ccccc1)NS(=O)(=O)c1ccc(NC(C)=O)cc1 (stereo unspecified)	-1%	-5%	-1%	-7%	1%	19%	-5%	3%	-13	1%	-2%
Cc1ccc(OCC(=O)O/N=C(\N)Cc2ccc(Cl)cc2)cc1	-3%	0%	-8%	-3%	12%	6%	1%	-2%	1	0%	9%

Shown with bars between the fields: 2 of the compounds above.
compound | FLuc counter | NPC1 prom act | Rab9 promoter act | VP16 counter | Mito fusion act | Menin-MLL TR inh | ELG1 DNA repair | PKM2 activator | KCNH2 3.1 block | RORgamma inh | MBNL1-CUG inh
COc1ccc([N+](=O)[O-])cc1N(CC(=O)Nc1ccccc1C(=O)N1CCOCC1)S(C)(=O)=O | 4% | 0% | 4% | -6% | -1% | · | 10% | 0% | 3 | -26% | 14%
CCOC(=O)C(Cc1ccccc1)NS(=O)(=O)c1ccc(NC(C)=O)cc1 (stereo unspecified) | -1% | -5% | -1% | -7% | 1% | 19% | -5% | 3% | -13 | 1% | -2%

Arranged by the number under Menin-MLL TR inh (smallest number first): some entries from above.
Molecule	Menin-MLL TR inh
O=C(c1cc(-c2ccccn2)nc2c(Cl)cccc12)N1CCN(S(=O)(=O)c2ccccc2)CC1	-14%
O=C(C1CCCN1S(=O)(=O)c1ccc(Cl)c(Cl)c1)N1CCCCC1 (stereo unspecified)	-13%
Cc1ccc(-c2c(NC(=O)C(C)C)n(C)c3ccccc3c2=O)cc1	-12%

Following part:
SMILES	FLuc counter	NPC1 prom act	Rab9 promoter act	VP16 counter	Mito fusion act	Menin-MLL TR inh	ELG1 DNA repair	PKM2 activator	KCNH2 3.1 block	RORgamma inh	MBNL1-CUG inh
COc1ccccc1C(=O)Nc1sc(C(=O)N2CCCC2)c(C)c1C#N	4%	-42%[inhibitor]	-47%[inhibitor]	7.9µM*	-22%	?	?	0%	-7	4µM*	-1%
COc1ccc(OC)c(NC(=O)C2CCN(S(=O)(=O)c3c(C)noc3C)CC2)c1	1%	-3%	1%	3%	2%	·	-15%	0%	-13	-34%	-14%
O=C(c1ccco1)N1CCN(C(=O)c2nn3cccnc3c2Cl)CC1	5%	1%	-3%	-5%	-3%	-17%	17%	0%	9	10%	5%
COCCNC(=O)CSc1nc2cc(OC)c(OC)cc2c(=O)n1Cc1ccco1	-3%	-1%	0%	0%	0%	-6%	3%	-1%	-1	10%	3%
Cc1cc(NC(=O)C(C)N2C(=O)c3ccccc3S2(=O)=O)no1 (stereo unspecified)	4%	0%	0%	·	-4%	·	?	·	7	·	·
O=S(=O)(c1c(Cl)sc(Cl)c1Br)N1CCCC1	-1%	-1%	-6%	-2%	-9%	·	?	-18%	-4	3%	9%
COc1ccc(NC(=O)C(C)Sc2nnc3c4c(nc(-c5ccc(OC)cc5)n23)CC(C)(C)OC4)cc1 (stereo unspecified)	0%	3%	-5%	-17%	-1%	-12%	?	-16%	6	?	-3%
Cc1cccc(N2CCN(CC(=O)Nc3ccc(S(=O)(=O)N4CCOCC4)cc3)CC2)c1C	-2%	-15%	-19%	?	1%	·	15µM*	1%	3	31%	-1%
CS(=O)(=O)Nc1ccc(C(=O)Nc2ccccc2C(=O)N2CCCC2)cc1	6%	1%	-1%	0%	-6%	-9%	19%	3%	4	1%	-4%
Cn1c(CN2CCCCC2)nc2cc(NC(=O)c3ccccc3Cl)ccc21	?	-3%	2%	5%	-4%	28%	?	-1%	-36	-23%	6%
CCN1CCN(S(=O)(=O)c2ccc(C(=O)Nc3sc4c(c3C(N)=O)CCN(CC)C4)cc2)CC1	1%	1%	-5%	-11%	0%	·	-12%	-5%	-2	-18%	?
CC(C)(C)C(=O)N1NC(=Nc2ccccc2)SC1(C)C	0%	2%	1%	-2%	-1%	·	-7%	-3%	-18	-3%	8%
Cc1cccc(C)c1OCC(=O)NNC(=O)CCNC(=O)c1ccc(Br)cc1	1%	-5%	1%	·	0%	2%	1%	2%	-8	·	3%
O=C(CCCOc1ccccc1)NCc1ccco1	?	-1%	4%	-1%	-6%	?	?	2%	2	37%	8%
O=C(C/C=N\OCc1ccc(Cl)cc1Cl)Nc1ccccc1	?	-13%	-1%	4%	2%	44%[activator]	-7%	0%	-25	11%	·
CC1CC1C(=O)OCC(=O)Nc1cccc(S(=O)(=O)NC2=NCCCCC2)c1 (stereo unspecified)	-1%	4%	-1%	?	-1%	·	0%	2%	-4	15%	-10%
CCCCCCc1nc2c(=O)[nH]c3ccccc3c2o1	0%[2.3 µM]	2%	12%	1%	0%	6%	18%	0%	-1	-36%	21%
CCc1cc2c(C)ccc(C)c2nc1SCC(=O)Nc1c[nH]c(=O)[nH]c1=O	1%	-3%	-4%	-3%	-2%	?	18%	0%	-2	-12%	0%
Cc1ccccc1N=C(NO)c1nonc1N	-4%	1%	1%	6%	-1%	21%	0%	-7%	13	3%	-8%
O=C(NC(Cc1c[nH]c2ccccc12)C(=O)O)/C(=C/c1ccco1)NC(=O)c1ccccc1 (stereo unspecified)	?	1%	-3%	11%	1%	1%	14%	5%	6	-3%	4%
COc1ccccc1N1CCN(C(=O)c2cc(-c3ccc4c(c3)OCO4)on2)CC1	?	1%	-1%	0%	6%	-2%	2%	4%	17	6%	-1%
COC(=O)c1ccncc1C(=O)Nc1ccc(F)cc1	3%	1%	1%	-14%	4%	-1%	6%	6%	5	-18%	?
Nc1nc2nc(-c3ccc(Cl)cc3)cc(C(F)(F)F)n2n1	-4%&-1%	4%	5%	9%	4%	2%	?	0%	-3	-3%	13%
CCN(CC)CCN1C(=O)C(=O)/C(=C(/O)c2ccc(S(=O)(=O)N3CCOCC3)cc2)C1c1ccc(Cl)cc1 (stereo unspecified)	-1%	1%	-2%	1%	-1%	-5%	0%	2%	44	-16%	?
COc1cccc(CN2CCNC(=O)C2CC(=O)N(C)CC2CCOCC2)c1 (stereo unspecified)	3%	-5%	-2%	-1%	0%	·	?	-14%	·	11%	2%
